NPY1 pot ag = NPY-Y1 receptor potentiators or agonists, primary screen, cell-based; Neuropeptide Y receptor type 1 (Homo sapiens), P25929; NPY-Y1 expressing cells, potentiator/agonist activation; activation, % at 3.6 µM; 0.37% of 220,000 active; AID 1304, 2008; in the data active = activation above about 33%, passing the limit was not always enough;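 also: cells stimulated with NPY at EC10 then isoproterenol at EC100; 0% = low agonist plus stimulus and 100% = saturating agonist plus stimulus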
p97 inhibitor = inhibitors of human p97 ATPase, primary screen, biochemical; recombinant p97 ATPase, Kinase-Glo ATP luminescence, 3 h; 0.42% of 220,000 active; AID 1481, 2009; inhibition, % at 8 µM; Transitional endoplasmic reticulum ATPase (Homo sapiens), P55072; in the data active = inhibition above about 15%;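 also: 0% = DMSO vehicle and 100% = wells lacking enzyme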
Target sequence (P55072 whole entry, looked up): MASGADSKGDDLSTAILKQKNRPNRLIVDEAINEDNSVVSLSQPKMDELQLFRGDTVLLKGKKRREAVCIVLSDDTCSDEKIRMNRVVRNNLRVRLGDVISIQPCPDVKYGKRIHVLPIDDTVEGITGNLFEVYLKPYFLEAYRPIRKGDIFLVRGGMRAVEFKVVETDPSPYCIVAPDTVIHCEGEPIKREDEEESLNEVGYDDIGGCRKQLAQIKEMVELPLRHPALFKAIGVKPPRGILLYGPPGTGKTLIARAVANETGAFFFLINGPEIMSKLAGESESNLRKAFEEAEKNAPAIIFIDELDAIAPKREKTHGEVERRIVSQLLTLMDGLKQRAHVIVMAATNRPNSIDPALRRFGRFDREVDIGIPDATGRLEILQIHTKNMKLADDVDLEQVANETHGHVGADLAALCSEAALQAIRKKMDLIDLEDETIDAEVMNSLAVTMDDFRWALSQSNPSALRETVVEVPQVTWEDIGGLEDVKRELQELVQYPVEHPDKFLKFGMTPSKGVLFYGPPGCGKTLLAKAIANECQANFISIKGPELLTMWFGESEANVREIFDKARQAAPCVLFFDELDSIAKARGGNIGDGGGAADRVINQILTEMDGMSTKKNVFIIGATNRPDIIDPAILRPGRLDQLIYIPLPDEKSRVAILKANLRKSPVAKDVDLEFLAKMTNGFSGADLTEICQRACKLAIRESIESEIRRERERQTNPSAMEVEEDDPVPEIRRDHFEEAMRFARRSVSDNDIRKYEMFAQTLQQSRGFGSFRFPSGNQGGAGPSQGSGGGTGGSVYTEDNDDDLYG
Runt-SMMHC FRET = inhibitors of RUNX1 Runt–CBFb-SMMHC binding, primary screen, biochemical, FRET, Cerulean-Runt, Venus-CBFb-SMMHC, uHTS; Runt-related transcription factor 1 (Homo sapiens) + Core-binding factor subunit beta …; Cerulean-Runt/Venus-CBFb-SMMHC FRET ratio 530/480, 1 h; inhibition, % at 20 µM; 0.74% of 220,000 active; AID 1434, 2008;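 active = mean inhibition across duplicate retests at 20 µM reaching about 50%, limit read from the data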;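 also: 0% = DMSO wells and 100% = wells with excess untagged CBFb-SMMHC; inhibitors lower the FRET ratio by blocking Runt binding to CBFb-SMMHC; some results filed as inactive read as strong as hits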
NPY-Y2 PAM-ag = NPY-Y2 potentiators or agonists, primary screen, cell-based | activation, % at 3.6 µM | Neuropeptide Y receptor type 2 (Homo sapiens), P49146 | cells expressing NPY-Y2, potentiator/agonist read-out | AID 1359, 2008 | 0.45% of 220,000 active; in the data active = activation above about 27%;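 also: cells stimulated with NPY near EC25 plus isoproterenol at EC100; 0% = vehicle plus submaximal agonist and 100% = vehicle plus saturating agonist; some results beyond the cut were filed as inactive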
NPY Y1 blocker = NPY-Y1 receptor antagonists, primary screen, cell-based; HEK293-CNG Y1 cells, membrane potential fluorescence; NPY at EC95, then isoproterenol; inhibition, % at 3.6 µM; AID 1040, 2008; 1% of 200,000 active; Neuropeptide Y receptor type 1 (Homo sapiens), P25929;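 active = inhibition above the campaign mean inhibition of all tested compounds plus 3 SD, cut at about 20% in these data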;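 also: 0% = DMSO wells given NPY plus isoproterenol and 100% = isoproterenol alone without NPY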
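Benchmarks – high control isoproterenol alone, low control NPY with isoproterenol · Material – HEK293 Y1/CNG channel cell line · Times – dye 3 h, compound 60 min room temperature, stimulation 45 min · Probe or stimulus – NPY (25 nM), isoproterenol (1 µM), Ro 20-1724 (25 µM) · Evaluation – % inhibition of NPY effect · Signal – fluorescence, membrane potential probe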
RBBP9 inh = human RBBP9 inhibitors, primary screen, biochemical, fluorescence polarization, FP-Rh probe, HTS; Serine hydrolase RBBP9 (Homo sapiens), O75884; recombinant RBBP9; inhibition, % at 7.94 µM; 0.2% of 220,000 active;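 active = inhibition above the campaign mean of all tested compounds plus 3 SD, cut at about 14% in these data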;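 also: plate controls were DMSO wells with RBBP9 for no effect and wells lacking RBBP9 protein for full effect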
Target sequence (O75884 whole entry, looked up): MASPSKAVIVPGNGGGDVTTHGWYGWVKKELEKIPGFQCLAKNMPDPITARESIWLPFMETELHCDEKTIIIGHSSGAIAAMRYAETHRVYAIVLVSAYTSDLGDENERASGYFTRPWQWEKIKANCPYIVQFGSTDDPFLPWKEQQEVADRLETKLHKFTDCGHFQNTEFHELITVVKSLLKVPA
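Test system – recombinant human RBBP9 · Input – RBBP9 2.5 µM in dispensing solution, pre-mixing · Medium – Tris buffer pH 8.0, NaCl, Pluronic · Schedule – preincubation 30 min plus labeling 45 min at 25 °C · Measured by – fluorescence polarization · Measure – % inhibition · Controls – DMSO and no-protein wells · Replicates – one well per compound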
Hck Nef HTS = inhibitors of Nef-activated human Hck kinase, primary screen, biochemical, Z-Lyte FRET, 384-well, Hck-YEEI. AID 463187, 2010. 0.68% of 220,000 active. Recombinant Hck-YEEI plus Nef, Z-Lyte FRET kinase assay. Tyrosine-protein kinase HCK (Homo sapiens), P08631. inhibition, % at 20 µM;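 active = Hck-Nef kinase inhibition above about 50%, limit read from the data; inactive = inhibition below that limit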;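 also: 0% = DMSO with Hck plus Nef and 100% = Hck alone without Nef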
Runt-CBFb FRET = inhibitors of RUNX1 Runt–CBFb binding, primary screen, biochemical, FRET, Cerulean-Runt, Venus-CBFb, uHTS | 0.46% of 220,000 active | inhibition, % at 20 µM | Cerulean-Runt/Venus-CBFb FRET ratio 530/480, 1 h | AID 1496, 2009 | Runt-related transcription factor 1 (Homo sapiens) + Core-binding factor subunit beta …;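 active = inhibition over about 50% at 20 µM in the single-dose screen, limit read from the data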;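 also: 0% = DMSO wells and 100% = excess unlabeled CBFb competitor control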
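Schedule: protein complex preformed 1 h, compound exposure 1 h, room temperature, dark; test system: Cerulean-labeled Runt domain protein; amount: 100 nM per protein; buffer or medium: Tris 50 mM pH 7.5, KCl, K2SO4, 0.01% BSA; read-out: loss of energy transfer signal; detection: FRET fluorescence; controls: 5 µM unlabeled CBFb as full-inhibition high control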
MDM2 E3 inh = MDM2-luciferase reporter signal enhancers, primary screen, MDM2 E3 ligase inhibitor project, cell-based, luminescence, 1536-well; cell-based MDM2 ubiquitination luciferase reporter, 2 h; 0 = plate control, 100 = twice control, blank-subtracted; signal enhancement, % at 5 µM; E3 ubiquitin-protein ligase Mdm2 (Homo sapiens), Q00987; 0.11% of 210,000 active;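 active = signal enhancement of 30% or more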;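 also: luminescence tracks abundance of the self-degrading MDM2-luciferase fusion protein; higher signal means inhibition of MDM2 E3 ligase activity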
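Buffer or medium: Cells held in DMEM | Assay system: Stable mammalian line carrying autodegrading MDM2–luciferase fusion reporter | Quantity: 2000 cells/well | Times: 4 h settle plus 2 h compound, 37 °C | Doses: One concentration, 5 µM, with 0.2% DMSO | Technique: Luminescence with SteadyLite reagent, 15 min at room temperature | Benchmarks: Plate controls and plate blanks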
Active calls of the source: *; nt = not tested or not shown.

Order of results – NPY1 pot ag	MDM2 E3 inh	RBBP9 inh	NPY-Y2 PAM-ag	Hck Nef HTS	NPY Y1 blocker	Runt-CBFb FRET	p97 inhibitor	Runt-SMMHC FRET
O=C(OCc1nc2ccc(Cl)cc2n1CCO)c1ccccc1C(=O)c1ccccc1
    -2	-3	3	-6	3	-2	-2	3	3
COc1ccc(OC)c(C2CC(=O)NC(SC)=C2C#N)c1 (configuration not stated)
    2	-5	0	7	6	4	1	8	-2
COC(=O)c1c(N2C(=O)CC(Sc3ccccc3C(=O)O)C2=O)sc2c1CCCC2 (configuration not stated)
    -18	-8	-7	-5	11	4	33	3	22
Cc1cc(NC(=O)Cn2nc(-c3ccccc3F)ccc2=O)ccc1-n1cnnn1
    17	-11	-9	8	4	-3	-1	8	0
Cc1cccc(NNC(N)=S)c1C
    5	-25	-3	-1	9	2	6	1	2
COc1ccc(/C(O)=C2\C(=O)C(=O)N(Cc3ccco3)C2c2cc(OC)ccc2OC)cc1 (configuration not stated)
    8	1	-7	-3	2	3	nt	0	9
Cc1ccc(NP(=O)(c2ccc(N(C)C)cc2NC(=O)c2cccs2)N2CCOCC2)cc1 (configuration not stated)
    -20	-9	-5	5	1	1	-5	-4	-3
COc1ccccc1C(=O)N/C(=C/c1ccccc1)C(=O)Nc1ccc(C(=O)O)cc1
    3	-8	5	-7	25	0	-1	5	-2
COC(=O)CSc1nnc([C@H](CC(C)C)NC(=O)OC(C)(C)C)o1
    -6	-13	0	12	4	-3	-1	-1	6
CCN(c1ccccc1)S(=O)(=O)c1ccc(NC(=O)C(C)(C)C)cc1
    3	-13	-3	-6	6	0	-3	1	0
c1ccc(-c2noc(CN3CCN(c4cnccn4)CC3)n2)cc1
    -10	-8	4	1	13	-4	-2	-3	2
Cn1ccnc1SCC(=O)Nc1cccc(O)c1
    -7	-5	-7	13	-2	7	4	3	0
COc1ccc(S(=O)(=O)NC2CC2)cc1-n1cnnn1
    4	3	0	-4	17	6	1	3	0
COC(=O)/C(N=Nc1cccc(C(F)(F)F)c1)=C(\C)O
    -23	-17	-5	-12	0	2	-9	0	0
CC(=O)c1ccc(NC(=O)C(C)N(C)CC(=O)Nc2ccccc2Cl)cc1 (configuration not stated)
    3	-21	-11	10	18	-5	-1	-7	0
O=C(CCSc1nc2cc(Cl)ccc2o1)N1CCOCC1
    -3	5	-8	-2	3	0	0	5	5
Cc1ccc(-c2c(C#N)c(N)nc3c2CCCCCC3)o1
    6	-12	-4	-6	7	-1	-11	-1	-17
CCCCOc1c(Br)cc(/C=C2\N=C(C)OC2=O)cc1OCC
    2	-12	-4	-7	-1	6	-1	-6	0
CCc1ccc2c(c1)cc(CN(C(=S)Nc1ccc(Cl)cc1)C1CC1)c1nnnn12
    -2	-17	-2	7	3	-3	-1	4	-2
O=C(CCCN1C(=O)C2CCCCN2C1=O)N1CCN(c2ccc([N+](=O)[O-])cc2)CC1 (configuration not stated)
    12	-7	2	-10	0	-2	0	4	-2
O=c1n(Cc2ccc(Cl)cc2)c2sc3c(c2c2ncnn12)CCCC3
    -31	-2	-8	-15	-1	0	-2	0	-3
CCOc1ccc(N2C(=O)/C(=C/c3ccc(C)o3)N(C)C2=S)cc1
    -32	-9	-7	-13	-1	-6	30	-1	48
COc1cccc(CN(Cc2ccccc2F)S(=O)(=O)c2ccc(S(=O)(=O)NCc3ccccc3)cc2)c1
    -4	-5	3	-2	1	-3	1	1	0
COc1ccc2nc3oc(C(=O)N4CCN(c5cccc(C(F)(F)F)c5)CC4)cc3cc2c1
    -15	-4	4	-21	14	2	-9	6	-2
CCC(c1nnnn1Cc1ccc(F)cc1)N1CCN(C2CCCCC2)CC1 (configuration not stated)
    -14	8	-2	-15	0	39*	-1	-1	-3
CCCNC(=O)C12CCC(C)(c3nc4cc(C)c(C)cc4nc31)C2(C)C (configuration not stated)
    3	-2	-9	-1	25	0	-4	-4	0
COc1ccc(Cn2c(O)c(C=Nc3ccc(C)cc3)c3ccccc3c2=O)cc1
    -24	-13	-7	0	6	-1	-55	3	-84
Cc1ccc2c(c1)-c1c(ssc1=S)C(C)(C)N2C(=O)c1ccco1
    -3	4	2	0	7	5	35	1	24
CN(c1ccccc1)c1ccc(/C=C(\C#N)c2nnc3n2CCCCC3)cc1[N+](=O)[O-]
    -1	-2	-6	13	8	4	0	2	-232
Cc1ccc(NC(=O)c2ccccc2OCC(=O)Nc2cccc(Cl)c2C)nc1
    -7	-13	10	8	24	9	2	3	4
CCOC(=O)N1CCN(Cc2nc3c(c(=O)n(C)c(=O)n3C)n2Cc2ccccc2)CC1
    -23	-21	-1	7	20	0	-1	5	0
O=C(Nc1ccccc1)N1CCCN(Cc2ccccc2F)C1
    -34	-16	-10	-6	-2	6	-1	-9	-3
COC(=O)[C@@H](N)CS
    15	nt	8	6	-4	-2	5	6	0
O=C(CSc1ccsc1[N+](=O)[O-])N1CCCCCC1
    -16	-2	-15	-4	13	-1	1	-4	-4
Cc1cc(C)c(S(=O)(=O)NCCCn2ccnc2)c(C)c1
    0	8	4	12	4	-4	-1	-2	2
COCCCN1CN=C(Nc2nc3ccccc3o2)NC1
    13	-8	-5	18	21	2	3	9	-3
CCOC(=O)Cn1nnnc1C
    2	38*	0	5	23	2	-1	6	2
CC1(C)CC(=O)C(C=NCCN2CCN(CCc3ccccc3)CC2)=C(O)C1
    3	-2	-3	-5	8	1	-3	-3	-6
COC(=O)C1=C(C)NC(=O)/C1=C\c1cc(C)n(-c2cc(C)cc(C)c2)c1C
    -5	-6	-2	-1	-1	-1	-2	-1	-12
Cc1ccc(O)c(-c2cc(C(=O)NCc3ccc4c(c3)OCO4)[nH]n2)c1
    -32	0	-8	-37	2	12	-3	11	-4
Cn1c2ccccc2c2cnn(CC(=O)Nc3cccc(F)c3)c(=O)c21
    -33	-13	-19	-47	-1	nt	0	-3	-3
Cn1c(CC(=O)c2ccc(Br)cc2)[n+](C)c2ccccc21
    6	-9	-5	-1	11	1	-1	5	1
COc1ccc(C(=O)N2CCN(C(=O)c3ccco3)CC2)cc1
    6	-4	-5	-16	-2	0	-2	5	-3
COc1cc([N+](=O)[O-])ccc1NC(=S)Nc1cccc(C(=O)O)c1
    15	-18	0	4	3	3	2	4	-2
CCn1c(COc2ccc(Cl)c(C)c2)nnc1SCC(=O)N1CCCC1
    9	-27	2	-2	0	-4	-2	-8	-6
COc1ccc(/C=N/NC(=O)C[n+]2ccccc2)c(OC)c1
    0	-12	3	8	-4	0	0	4	-2
Cc1ccc(S(=O)(=O)N2CCC(=O)N(CCOCc3cccc(C)c3)CC2)cc1
    -6	nt	-8	-3	-3	-2	-5	-9	-1
CCCn1c(SCC(=O)NCc2ccco2)nc2c1c(=O)n(C)c(=O)n2C
    11	-15	-15	-12	-1	4	-1	-3	2
COc1ccc(N(CCC#N)C(=O)/C(C#N)=C\c2cccs2)cc1
    18	-19	-10	-3	0	nt	-1	-9	-3
CC(=O)N1C(c2ccccc2O)C[C@]2(C)CC(=O)NC12 (some centres not stated)
    10	-4	1	16	9	0	2	-1	1
COc1ccc(OC)c(NC(=O)Cn2cnc3c(cnn3-c3ccccc3)c2=O)c1
    12	-14	-8	-7	0	3	nt	0	-4
Cc1cc(N2CCN(S(=O)(=O)c3ccccc3)CC2)c2ccccc2n1
    23	1	1	26	1	-4	-6	9	3
COC(=O)COc1nc(C)c2c(c1C#N)CC(C)(C)OC2
    5	-12	-5	8	-2	-3	2	-1	0
O=P(Cc1cc(Br)cc(Br)c1OCCO)(c1ccccc1)c1ccccc1
    -16	-17	-7	-26	-16	nt	2	-2	2
COc1ccc(/C=C/C(=O)c2ccc3c4c(cccc24)CC3)cc1OC
    -9	5	-4	-10	4	0	-6	2	-22

High-throughput results from PubChem.
